TRPC6 inh: blocks the mouse TRPC6 cation channel; actives 1.1% (n = 310,000); B-score at 10 µM; HEK293-TRPC6, membrane potential dye, ACh-evoked depolarization; stronger effect = lower value; AID 2553; Q61143;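 active = B-score under library mean minus 3 SD, initial fluorescence not abnormally high, positive integrated signal ratio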;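 note: B-score derived from integrated fluorescence ratio over the kinetic read; more negative B-score means stronger inhibition of depolarization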
TRPC4 block: inhibitors of mouse TRPC4 channel; HEK293 TRPC4beta/mu-opioid, DAMGO-evoked Fluo4 calcium flux; stronger effect = lower value; B-score at 10 µM; actives 0.39% (n = 300,000);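 active = B-score over 3 SD under the library average, no early fluorescence shift, positive overall ratio signal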
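Assay system: TRPC4beta/mu-opioid receptor HEK293 cell line; compound dosing: single concentration per test compound; detection: Fluo4 Ca2+ flux fluorescence; evaluation: per-well B score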
ANO1 block: blocks the mouse calcium-activated chloride channel TMEM16A | HEK293 TMEM16A/YFP iodide influx fluorescence, ionomycin | normalized B-score (activity score, 25-100; higher = stronger inhibition) at 10 µM | actives 1.2% (n = 310,000);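 active = ratio plate-corrected score three or more library SD toward inhibition, starting fluorescence score within five deviations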;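 note: score derived from kinetic fluorescence span divided by baseline fluorescence per well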
RGS4 inh: inhibitors of human RGS4. actives 0.45% (n = 310,000). HEK293 M3R/RGS4 inducible, Fluo-4 calcium flux; stronger effect = higher value; triggered by carbachol at its EC20. B-score at 10 µM. AID 463165;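 active = B-score, a plate-corrected calcium signal, over three deviations above library mean, with baseline fluorescence within five deviations of library mean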;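 note: RGS4 expression induced by doxycycline in cells with stable M3 receptor; B-score is computed from the integrated fluorescence ratio over baseline after carbachol; higher B-score means a larger calcium signal and so more RGS4 inhibition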
Target sequence (P49798 whole entry, looked up): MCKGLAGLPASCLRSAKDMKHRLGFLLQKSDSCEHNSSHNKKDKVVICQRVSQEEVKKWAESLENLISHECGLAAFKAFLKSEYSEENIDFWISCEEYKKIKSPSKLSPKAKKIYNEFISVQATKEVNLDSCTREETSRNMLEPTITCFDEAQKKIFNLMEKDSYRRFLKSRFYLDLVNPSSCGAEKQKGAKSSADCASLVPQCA
TRPC4 act: opens the mouse TRPC4 cation channel; Q9QUQ5; HEK293 TRPC4beta/mu-opioid, Fluo4 calcium fluorescence; stronger effect = higher value; B-score at 10 µM; actives 0.49% (n = 310,000); AID 2237;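 active = B-score above 5 SD of library B-scores, and initial fluorescence ratio not above library mean plus 5 SD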;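 note: positive B-score marks a calcium rise read as TRPC4 activation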
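system = HEK293 cells stably co-expressing mouse TRPC4beta and mu-opioid receptor | schedule = Fluo4 dye loading 45 min at room temperature, 110 s recording | measure = B-scored integrated calcium fluorescence ratio | signal = Fluo4 calcium-sensitive dye fluorescence, kinetic, 1 Hz baseline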
MrgX1 PAM: allosterically activates human MrgX1 receptor signaling | Q96LB2 | actives 0.63% (n = 310,000) | AID 588675 | MrgX1-HEK293, Fluo-4 calcium flux, FDSS; stronger effect = higher value | B-score at 10 µM;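 active = plate-corrected calcium response at least 3 library SD above typical, normal starting fluorescence, not activating the receptor alone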;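 note: compound read alongside a low EC10 to EC30 dose of BAM8-22 agonist; peak minus trough fluorescence over baseline measured at the second addition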
Target sequence (Q96LB2 whole entry, looked up): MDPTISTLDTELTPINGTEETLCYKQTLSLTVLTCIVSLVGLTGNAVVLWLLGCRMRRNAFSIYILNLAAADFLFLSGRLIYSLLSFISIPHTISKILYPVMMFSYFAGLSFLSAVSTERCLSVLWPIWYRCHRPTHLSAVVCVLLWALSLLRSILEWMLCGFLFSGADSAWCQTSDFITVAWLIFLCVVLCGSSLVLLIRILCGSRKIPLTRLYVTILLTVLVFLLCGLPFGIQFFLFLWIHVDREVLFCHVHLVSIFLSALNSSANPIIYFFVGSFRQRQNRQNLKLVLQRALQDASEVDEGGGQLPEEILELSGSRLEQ
MrgX1 antag: antagonists of human MrgX1 receptor | Q96LB2 | MRGX1-HEK293 calcium flux, Fluo-4, BAM8-22 antagonism; stronger effect = lower value | B-score at 10 µM | actives 1.3% (n = 310,000) | AID 588676;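 active = calcium-response B-score plate-corrected more than 3 library SD below zero, starting fluorescence within 5 deviations, no agonist response on first addition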;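 note: peak minus trough fluorescence over baseline after final BAM8-22 challenge near maximal dose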
TRPC6 activator: activators of mouse TRPC6 channel; B-score at 10 µM; Q61143; actives 0.13% (n = 310,000); HEK293-TRPC6 membrane potential dye fluorescence; stronger effect = higher value;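 active = B-score of the integrated fluorescence ratio above library mean plus 3 SD, and starting fluorescence ratio within library mean plus 5 SD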;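 note: higher score means more depolarization so channel activation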
TMEM16A act: activates or potentiates the mouse TMEM16A chloride channel. actives 0.3% (n = 340,000). HEK293 TMEM16A/YFP-H148Q/I152L, iodide quench fluorescence; stronger effect = lower value. B-score at 10 µM. AID 623877. Q8BHY3;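 active = fluorescence-ratio B-score plate-corrected deviation score at least 3 library SD below zero, with starting fluorescence score within 5 deviations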;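 note: channel opened by trigger with iodide after compound preincubation; score built on the fluorescence ratio of max minus min over baseline; more negative score means more quench and so TMEM16A activation or potentiation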
TRPC4 potent: allosterically enhances the mouse TRPC4 cation channel. B-score at 10 µM. actives 0.42% (n = 310,000). AID 2227. HEK293 TRPC4beta/mu-opioid, DAMGO EC20, Fluo-4 Ca2+ flux; stronger effect = higher value. Q9QUQ5;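 active = B-score of calcium response area above 5 SD of library B-scores, with initial fluorescence ratio within 5 SD of library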;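 note: B-score of integrated fluorescence ratio over time as area under calcium response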
MrgX1 agonist: agonists of human MrgX1 receptor; Q96LB2; MrgX1-HEK293 cells, Fluo-4 calcium fluorescence, agonist mode; stronger effect = higher value; B-score at 10 µM; actives 0.44% (n = 310,000); AID 588627;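 active = calcium response B-score plate-corrected fluorescence ratio at least 3 library SD, with starting fluorescence B-score inside 5 SD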
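System: HEK293 cells stably expressing human MrgX1 receptor; Dosing: test compound in the initial addition of three; Schedule: overnight plating, then 30 min 37 °C plus 30 min room-temperature dye loading; Detection: kinetic calcium dye fluorescence, Fluo-4 NW; Controls: per-plate positive and negative controls for Z′ factor.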
* marks the source's active call; other numbers are inactive results; i = inactive; x = no result given. No enrichment for hits; any-hit rate near 5.8%.

SMILES	TRPC6 inh	TRPC4 block	ANO1 block	RGS4 inh	TRPC4 act	MrgX1 PAM	MrgX1 antag	TRPC6 activator	TMEM16A act	TRPC4 potent	MrgX1 agonist
COCCN(C(=O)COC(=O)c1nc(Cl)ccc1Cl)c1c(N)n(Cc2ccccc2)c(=O)[nH]c1=O	i	i	i	i	i	i	i	i	i	i	i
Nc1nc(Nc2ccc(Cl)cc2Cl)nc(C(F)(F)F)n1	x	x	i	x	x	i	i	x	i	x	i
CCOC(=O)C1CCCN(C(=O)c2ccc3c(c2)N(Cc2ccccc2)C(=O)c2ccccc2S3=O)C1 (configuration not stated)	i	i	i	i	i	i	i	i	i	i	i
COC(=O)c1oc(-c2ccc(Cl)cc2)nc1C	i	i	i	i	i	i	i	i	i	i	i
Cc1ccccc1Cn1c(C)nc2ccccc21	i	i	i	i	i	i	i	i	i	i	i
CCOC(=O)C(NC(=O)CC)(Nc1ccccc1)C(F)(F)F (configuration not stated)	i	i	i	i	i	i	i	i	i	i	i
COC(=O)CSc1ncccc1-c1nc2ccccc2[nH]1	i	i	i	i	i	i	i	i	i	i	i
Cn1cc(/C=C2\SC(=S)N(NC(=O)c3ccccc3)C2=O)c2ccccc21	i	i	i	i	i	i	i	i	i	i	i
Cc1occc1-c1nnc(SCC(=O)N2CCOCC2)n1Cc1ccco1	i	i	i	i	i	i	i	i	i	i	i
C/C=C/c1ccc(OCC(=O)O)c(OC)c1	i	i	i	i	i	i	i	i	i	i	i
Cc1ccccc1NC(=O)C(C#N)Cc1cccnc1 (configuration not stated)	i	i	i	i	i	i	i	i	x	i	i
Cc1nc2scc(C)n2c(=O)c1S(=O)(=O)N1CCN(c2cccc(C(F)(F)F)c2)CC1	i	i	i	i	i	i	i	i	i	i	i
COc1ccc(Cc2nnc(CCc3ccccc3)s2)cc1	i	i	i	i	i	i	i	i	i	i	i
COC(=O)c1sccc1NC(=O)C1C2C=CC(C2)C1C(=O)O (configuration not stated)	i	i	i	i	i	i	i	i	i	i	i
CCn1cc(CN2CCN(CCC(C)C)C(CCO)C2)c2ccccc21 (configuration not stated)	i	i	i	i	i	i	i	i	i	i	i
S=C(NCc1cccnc1)Nc1cccc(Cl)c1	i	i	i	i	i	i	i	i	i	i	i
O=C(CCc1ccc(S(=O)(=O)NC2CCCCC2)cc1)NCc1ccccc1	i	i	i	i	i	i	i	i	i	i	i
Cc1cccc(C)c1-n1c(C)cc(/C=C2\C(=O)NN(c3ccccc3)C2=O)c1C	i	i	i	i	i	i	i	i	i	i	i
O=C(Cc1sc(Nc2ccccc2)nc1-c1ccccc1)NCc1ccccc1	i	i	i	i	i	i	i	i	i	i	i
CC1CCCCC1NC(=O)CN1C(=O)NC(C)(c2ccc(OC(F)F)cc2)C1=O (configuration not stated)	i	i	i	i	i	i	i	i	i	i	i
O=C(CSc1nnc(-c2ccc(F)cc2)o1)NC1CCCC1	i	i	x	i	i	x	x	i	i	i	x
CCSc1nc(N)c(NC(=O)c2ccc(Br)o2)c(=O)[nH]1	i	i	i	i	i	i	i	i	i	i	i
CCNC(=O)NC1(C(=O)Nc2ccc3c(c2)OCCO3)CCCCC1	i	i	i	i	i	i	i	i	i	i	i
COC(=O)c1ccc(CSc2nc3c(cnn3-c3ccc(C)cc3)c(=O)[nH]2)o1	i	i	i	i	i	i	i	i	i	i	i
CCN(CC)S(=O)(=O)c1ccc(N2CCOCC2)c(NC(=O)c2ccccc2)c1	i	i	i	i	i	i	i	i	i	i	i
O=C(Nc1ccc2snnc2c1)N1CCCCC1	i	i	i	i	i	i	i	i	i	i	i
COc1cccc(NC(=O)C2CCN(S(=O)(=O)c3ccc4c(c3)C(C)(C)C(=O)N4C)CC2)c1	i	i	i	i	i	i	i	i	i	i	i
Cc1ccc(S(=O)(=O)N2CCC(C(=O)OCC(=O)N3CCCC(C)C3)CC2)cc1C (configuration not stated)	i	i	i	i	i	i	i	i	i	i	i
CCCc1nc2oc3ccccc3c(=O)c2c(=O)n1CCCOC	i	i	i	i	i	i	i	i	i	i	i
CCN(CC)CCCC(C)NC(=O)c1c(NC(=O)c2ccccc2)sc2c1CCCC2 (configuration not stated)	-6.1*	i	i	i	i	i	i	i	i	i	i
CNc1nc(CC(C)=O)ns1	i	i	i	i	i	i	i	i	i	i	i
CCn1c(CC(=O)Nc2ccc(C)c(Cl)c2)nnc1SCC(=O)Nc1nc(C)cs1	i	i	i	i	i	i	i	i	i	i	i
Cc1onc(-c2ccccc2)c1C(=O)Nc1ccc(Br)cc1Cl	i	i	i	i	i	i	i	i	i	i	i
Cn1c(CNC(=O)C(C)(C)C)nc2ccccc21	i	i	i	i	i	i	i	i	i	i	i
COc1ccc(C(=O)C2CCCN(Cc3cccc4c3OCO4)C2)cc1OC (configuration not stated)	i	i	i	i	i	i	i	i	i	i	i
Cc1nc2ccccc2c(=O)n1/N=C/c1ccc(F)cc1	i	i	i	i	i	i	i	i	i	i	i
CCN1CCCC1Cn1cnc2c([nH]c3ccc(Cl)cc32)c1=O (configuration not stated)	i	i	i	i	i	i	i	i	i	i	i
CCOc1cc(S(=O)(=O)N2CC=C(c3ccc(F)cc3)CC2)c(OCC)cc1-n1cnnn1	i	i	i	i	i	i	i	i	i	i	i
COc1cccc(C(=O)CSc2nc3ccccc3n2CC(=O)N(C(C)C)C(C)C)c1	i	i	i	i	i	i	i	i	i	i	i
Nc1nonc1-n1nnc(C(=O)N/N=C\c2cccc(Cl)c2)c1CN1CCOCC1	i	i	i	i	i	i	i	i	i	i	i
Cc1ccc(CNC(=O)CSc2ncn[nH]2)cc1	i	i	i	i	i	i	i	i	i	i	i
CCOc1ccc(NC(=O)N(CC(C)C)CC(C)C)cc1	i	i	i	i	i	i	i	i	i	i	i
COc1ccc2c(c1OC)C(=O)N(c1cccc(C)c1)C2	i	i	i	i	i	i	i	i	i	i	i
COc1cc(NC(=O)c2ccc3c(c2)OCO3)ccc1NC(=O)c1ccco1	i	i	i	i	i	i	i	i	i	i	i
COc1cc(NC(=O)Cc2ccccc2)nc(OC)n1	i	i	i	i	i	i	i	i	i	i	i
Fc1ccc(CN2CCSCC2)cc1Br	i	i	i	i	i	i	i	i	i	i	i
COc1cc(C(=O)NCCC(=O)NC2CCCc3ccccc32)cc(OC)c1OC (configuration not stated)	i	i	i	i	i	i	i	i	i	i	i
CCCCCc1ccc(-c2cn(CN3C(=O)c4ccccc4C3=O)nn2)cc1	i	i	i	i	i	i	i	i	i	i	i
CC(C)(C)OC(=O)NCCc1nnc(S(=O)(=O)Cc2ccc(Cl)cc2Cl)o1	i	i	i	i	i	i	i	i	i	i	i
CCOC(=O)c1c(N2C(=O)CC(Sc3ccccc3C(=O)O)C2=O)sc(C)c1C (configuration not stated)	i	i	i	i	i	i	i	i	i	i	i

Next entries:
SMILES	TRPC6 inh	TRPC4 block	ANO1 block	RGS4 inh	TRPC4 act	MrgX1 PAM	MrgX1 antag	TRPC6 activator	TMEM16A act	TRPC4 potent	MrgX1 agonist
Cn1c(=O)c2c(nc(NCCOc3ccc(F)cc3)n2C)n(C)c1=O	i	i	i	i	i	i	i	i	i	i	i
CC(C)c1ccc(-n2c(-c3ccccc3)c[n+]3c2CCc2ccccc2-3)cc1	i	i	x	i	i	x	x	i	i	i	x
Cc1cccc(C(=O)NNS(=O)(=O)c2ccc(F)cc2)c1	i	i	i	i	i	i	i	i	i	i	i
COc1ccc(-c2sc(Nc3ccccc3)n[n+]2C)c(C)c1C	i	i	i	i	i	i	i	i	i	i	i
C/C(=N\NC(=S)NCCc1ccccc1)c1ccc(C#N)cc1	i	i	i	i	i	i	i	i	i	i	i
NC(=O)COc1cc2oc(=O)c3c(c2cc1Cl)CCCC3	i	i	i	i	i	i	i	i	i	i	i
CC#CCC(CC#CC)c1nc2ccccc2c(=O)n1N	i	i	i	i	i	i	i	i	i	i	i
CCn1cc(CNC(=O)c2cc(COc3ccc(F)cc3F)on2)cn1	i	i	i	i	i	i	i	i	i	i	i
CC(=O)Nc1nonc1NC(=O)c1ccc(F)cc1	i	i	i	i	i	i	i	i	i	i	i
O=C(Cn1cncc1-c1ccc([N+](=O)[O-])cc1)Nc1cccc2ccccc12	i	i	i	i	i	i	i	i	i	i	i
COc1ccc(/C=C/C(=O)NCCN=C2NS(=O)(=O)c3ccccc32)cc1	i	i	i	i	i	i	i	i	i	i	i
CCCOc1ccccc1N1C(=O)CC(N2CCOCC2)C1=O (configuration not stated)	x	x	i	x	x	i	i	x	i	x	i
O=C(Nc1cc(S(=O)(=O)N2CCOCC2)ccc1O)c1ccc2c(c1)S(=O)(=O)c1ccccc1C2=O	i	i	i	i	i	i	i	i	i	i	i
Cc1ccc(-c2cc(C(F)(F)F)n3ncc(C(=O)N4CCCc5ccccc54)c3n2)cc1	i	i	i	i	i	i	i	i	i	i	i
Cc1ccc(S(=O)(=O)Nc2c(O)c3ccccc3oc2=O)cc1	i	i	i	i	i	i	i	i	i	i	i
CCCCCCNC(=O)C(C(=O)OCC)C1CCCCC1 (configuration not stated)	i	i	i	i	i	i	i	i	i	i	i
Cc1c(-c2cccc(Cl)c2)nc2ccccc2c1C(=O)NC1CC1	i	i	i	i	i	i	i	i	i	i	i
COc1ccccc1NC(=O)Cn1nnc(C(=O)NCc2ccc3c(c2)OCO3)c1N	i	i	i	i	i	i	i	i	i	i	i
COc1ccc(N2C(=O)CC(Sc3nccc(C)n3)C2=O)cc1 (configuration not stated)	i	i	i	i	i	i	i	i	i	i	i
CC1CCCCN1C(=O)CSc1nnc2c(n1)[nH]c1ccc(F)cc12 (configuration not stated)	i	i	i	i	i	i	i	i	i	i	i
CCOc1ccc(C(C)NC(=S)NC2CCCCC2)cc1OCC (configuration not stated)	i	i	i	i	i	i	i	i	i	i	i

Source: PubChem
